Screening data as filed in PubChem BioAssay.
Pf Dd2 growth = qHTS Primary assay for Inhibitors of Plasmodium falciparum Dd2 growth in vitro; P. falciparum Dd2 growth, SYBR Green, 72 h; Potency, µM (top dose mostly 28.9 µM), for the others: at the highest dose activity, negative = inhibition, usual class: inhibitors; actives 4.3% (n = 120,000); active = well fitted inhibition curve with a large enough effect; inconclusive = small, poorly fitted or top-dose-only effect; inactive = no such curve, though single readings can be large or run the other way;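 also: plate controls were DMSO vehicle for no effect and reference drug for full effect; nearly all actives have a fitted effect of over 65% in size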
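Readout: SYBR Green fluorescence, 485 nm excitation, 535 nm emission, after ~16 h lysis at 37C. Before that, Dd2-infected red cells (2.5% hematocrit) grew 72 h with compound, 29 uM top final concentration.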
Starred values were filed as active, the others as inactive; i = inactive; ? = inconclusive; & = joins results of further samples; [ ] = remark or other dose. Potency is read from the fitted curve at half-maximal effect.

SMILES | Pf Dd2 growth
COc1ccc(NC(=O)c2ccc3c(c2)N(C)C2CCCCN2C3=O)cc1 (configuration not stated) | ?
O=C(Cc1ccc(-c2ccccc2)cc1)NCCS(=O)(=O)N1CCN(c2cccc(Cl)c2)CC1 | 4%
CCn1nccc1C(=O)NCCC1CCN(C(=O)Nc2ccccc2)CC1 | 1%
CCCOc1ccc(CNC(=O)Cn2cc3c(n2)-c2c(oc(C(=O)N4CCOCC4)c2C)CC3)cc1 | ?
CCn1cc(C(=O)NCc2ccccc2)c(=O)c2cc(S(=O)(=O)N3CCc4ccccc4C3)ccc21 | ?
Cn1nccc1C(=O)N1CC(COc2ccccc2)C2(C1)CN(c1ccccc1)C2 (configuration not stated) | i
CCOC(=O)Cn1c(=O)n(C2CCCCC2)c2nc(-c3cccc(C)c3)nc(C(N)=O)c21 | 55%[activator][5.79 µM]
COc1ccc(Cn2c(=O)c3oc4ccccc4c3n(Cc3ccc(Cl)cc3)c2=O)cc1 | 3%
COCCN1C(=O)CSC12CCN(C(=O)Nc1cccc(Cl)c1Cl)CC2 | i
CN(C(=O)CSc1nnc(-c2ccc([N+](=O)[O-])cc2)o1)C1CCCCC1 | 23%
COc1ccc(C(=O)N2CCC3(CC2)OCC(C(=O)NC(C)C)N3C(=O)c2ccc(OC)cc2)cc1 (configuration not stated) | -2%
COC(=O)C1CCN(CC(O)COc2cccc(CN3CC=C(C)CC3)c2)CC1 (configuration not stated) | -5%
CCc1ccc2nc(N(Cc3cccnc3)C(=O)Cc3ccccc3)sc2c1 | ?
CN1CCOc2c(C(=O)NCc3cccnc3)cc(-c3ccc(CO)cc3)cc21 | -9%[44.1 µM]
NC(=O)c1n[nH]c2c1CN(CC1(O)CNCCOC1)CC2 (configuration not stated) | -15%
Fc1ccc(NCc2cccn2-c2nnc(N3CCOCC3)s2)cc1 | -15%
O=C(CCn1ccc2cc(S(=O)(=O)N3CCCC3)ccc21)NCc1ccccc1Br | ?
CCOC(=O)c1c(S(=O)(=O)N2CCCC(C(=O)NCc3cccc(OC)c3)C2)c(C)n(C)c1C (configuration not stated) | i
COc1ccccc1N1CCCc2ncc(C(=O)Nc3cccnc3)cc21 | -10%[44.1 µM]
Cc1nc(-c2ccc(N(C)C)cc2)cc([C@H]2CN3CC[C@H]2C[C@@H]3CNC(=O)NC(C)C)n1 | i
COc1ccc(C(=O)NCCC2CCN(C(=O)Nc3cc(F)cc(F)c3)CC2)cc1 | -10%
COc1cc(Cl)c(C)cc1NC(=O)c1cn(C2CCCC2)c(=O)c2c1c1ccccc1n2C | -10%
Cc1cc2ncc(C(=O)N3CCCCC3)cn2n1 | 1%[44.1 µM]
COc1cc(CN(C(=O)c2cccc(Cl)c2)c2ccccn2)cc(OC)c1OC | 3%
O=c1n(-c2ccc(F)cc2F)nc2n1CCN(Cc1ccc(C(F)(F)F)cc1)C2 | i
Cc1cc2nc3n(c(=O)c2n1CC(=O)Nc1ccccc1Cl)CCCCC3 | -14%
Cc1ccc(NC(=O)Cn2c(=O)n(-c3ccccc3)c(=O)c3ccc(C(=O)NCc4ccc5c(c4)OCO5)cc32)c(C)c1 | 0%
O=c1n(-c2ccc(C(F)(F)F)cc2)nc2n1CCN([S+](=O)([O-])c1ccccc1)C2 | ?
CCOc1ccc(C(=O)Nc2ccc3nc(SCC(=O)N(C)c4ccccc4)sc3c2)cc1 | 8.9µM*
CCOc1ccc(CCNC(=O)c2nnc(Cc3ccc(Cl)cc3Cl)o2)cc1OCC | ?
COc1ccccc1CNC(=O)CCC[C@H]1NC[C@@H]2C[C@H]1CN(Cc1ccccc1)C2 | ?
O=C(Nc1cccc(F)c1)N1C[C@@H]2C[C@H](C1)c1c(-c3ccc(Cl)cc3)ccc(=O)n1C2 | -14%
CCOCCc1nnc(NC(=O)C(=O)c2cc(C)n(-c3ccc(C)c(C)c3)c2C)s1 | ?
O=C(CN1C(=O)NC2(CCOCC2)C1=O)NCc1ccc(Cl)cc1 | 51%
CC(C)CN1C[C@@H](C(=O)O)C[C@@H](C(=O)NCc2ccccn2)C1 | -3%
O=C(COc1ccccc1)N1C[C@@H]2C[C@H](C1)c1ccc(-c3cccc(C(F)(F)F)c3)c(=O)n1C2 | i
Cc1ccc(N2CC(NC(=O)c3ccc(S(=O)(=O)N4CCCC4)cc3)CC2=O)cc1C (configuration not stated) | i
CC(C)NC(=O)N1CC(C(=O)N(C)C)C2(CCOCC2)C1 (configuration not stated) | -7%
COc1ccccc1CNC(=O)CN(C)c1nn2c(=O)cc(C)nc2s1 | 34%[activator]
Cc1c(C2=CCN(S(=O)(=O)c3ccc(Cl)cc3)CC2)c2ccccc2n1CC(=O)N1CCCC1 | ?

Reprinted from the part before: five compounds, followed by the next part.
SMILES | Pf Dd2 growth
O=C(COc1ccccc1)N1C[C@@H]2C[C@H](C1)c1ccc(-c3cccc(C(F)(F)F)c3)c(=O)n1C2 | i
Cc1ccc(N2CC(NC(=O)c3ccc(S(=O)(=O)N4CCCC4)cc3)CC2=O)cc1C (configuration not stated) | i
CC(C)NC(=O)N1CC(C(=O)N(C)C)C2(CCOCC2)C1 (configuration not stated) | -7%
COc1ccccc1CNC(=O)CN(C)c1nn2c(=O)cc(C)nc2s1 | 34%[activator]
Cc1c(C2=CCN(S(=O)(=O)c3ccc(Cl)cc3)CC2)c2ccccc2n1CC(=O)N1CCCC1 | ?
Cc1nc(C)c(C(=O)N2Cc3ccccc3C(O)C2)s1 (configuration not stated) | 9%
COc1cccc([C@H]2CN(C(=O)CNC(=O)N(C)C)C[C@@H]2N)c1 | -6%
COc1ccc(Nc2cnc3ccc(-c4ccccc4)nn23)cn1 | ?
O=C(Cn1ccn2nc3c(c2c1=O)CCCCC3)Nc1ccc2c(c1)OCCO2 | -18%
COCCCNC(=O)Cc1csc2nc(C)c(-c3cc(C)n(-c4ccccc4F)n3)c(=O)n12 | -10%
CCOC(=O)c1cccc(NC(=O)CCSCCc2ccccn2)c1 | -18%
O=C1CC2(CCN(Cc3ccsc3)CC2)Oc2ccccc2N1c1ccccc1 | -23%
Cc1ncc2n1C(=O)N(C1CCN(Cc3cccn3C)CC1)C2 | 12%&-25%[44.1 µM]
Cc1ccc(NC(=O)CN2CCCc3nc(C4CC4)ncc3C2=O)cc1 | -1%
CCOc1ccc(CC(=O)N2CCC[C@H]2c2nc(-c3ccc(OC)cc3)no2)cc1 | -13%
COc1ccc(CNC(=O)Cn2nc3n(c2=O)CCCCC3)cc1 | 20%
COc1ccc(NC(=O)c2ccc3c(c2)N(S(=O)(=O)c2ccccc2)CC3)cc1 | ?
Cc1[nH]nc(-c2ccc(F)cc2)c1CC(=O)Nc1ccc2c(c1)C(=O)N1CCC[C@H]1C(=O)N2 | 3%
O=C1NCCCCCCN(Cc2ccncc2)[C@@H]2CN(C(=O)c3ccsc3)CC[C@@H]12 | -15%
Cc1ccc(NC(=O)C(C)n2nnc3sc4c(c3c2=O)CCCC4)cc1Cl (configuration not stated) | 11%
CC1CCN(C(=O)c2ccccc2OCC2CCCN(Cc3cccnc3)C2)CC1 (configuration not stated) | ?
COc1ccc(NC(=O)N2CC3CC(C2)[C@H]2CCCC(=O)N2C3)cc1 (some centres not stated) | -6%
COc1ccc(N2CC3CCC(C2)N3C(=O)c2ccncc2)cc1 | -2%
O=C(Cc1c[nH]c2ccccc12)N1C[C@@H](CO)[C@H](c2ccccn2)C1 | -26%
COCC(=O)N1CC2(Cc3ccccc3N([S+](C)(=O)[O-])C2)C1 | 8%[44.1 µM]

Some of these compounds in order of molecular weight, ascending:
SMILES | Pf Dd2 growth
COCC(=O)N1CC2(Cc3ccccc3N([S+](C)(=O)[O-])C2)C1 | 8%[44.1 µM]
O=C(Cc1c[nH]c2ccccc12)N1C[C@@H](CO)[C@H](c2ccccn2)C1 | -26%
COc1ccc(NC(=O)c2ccc3c(c2)N(S(=O)(=O)c2ccccc2)CC3)cc1 | ?

The listing continues:
SMILES | Pf Dd2 growth
COCC(=O)N[C@@H]1CN(C(=O)c2cccc(C)c2)CC[C@@H]1c1nc(C)no1 | i[5.79 µM]
COCCN1CC(CO)C2(CCN(C3CCN(C(C)=O)CC3)CC2)C1 (configuration not stated) | -1%
CCC1=C(C(=O)OC)C(c2ccccc2OC)N2C(CC(=O)NCC3CC3)=CSC2=N1 (configuration not stated) | ?
O=C(c1nnc(CN2CCN(CCO)CC2)n1-c1ccccc1)N1CCC[C@@H]1C(c1ccccc1)c1ccccc1 | i
COCc1nnc2n1CCC(NC(=O)CCCc1nc3ccccc3s1)CC2 (configuration not stated) | -18%
O=C(c1ccc(F)cc1)N1CCc2nc(C3CC3)nc(-c3ccc(O)cc3)c2CC1 | i
CCCc1cc(C(=O)N2CC[C@@H](NC(=O)c3cnccn3)[C@H](O)C2)no1 | 10%
CC(=O)NCC1CCCN(Cc2ccc(-c3ccccc3C#N)o2)C1 (configuration not stated) | ?
CC(C)[C@@H]1CN(C(=O)CCCS(N)(=O)=O)C[C@H]1C(=O)O | 5%
Cc1ccc(-c2nc3cnccn3c2NCCC(=O)N(C)C)cc1 | -11%
Cc1cc(OC2CN(C(=O)c3ccccc3F)C2)ccc1F | i
CCC(=O)N1CCN(c2nc3c(s2)CC(C(=O)NCc2cccs2)CC3)CC1 (configuration not stated) | ?
O=C(Cn1c(=O)n(Cc2ccc3c(c2)OCO3)c(=O)c2oc3ccccc3c21)Nc1ccc(F)cc1 | -26%
CCOC(=O)CSc1nc2sc3c(c2c(=O)n1CC)CCCC3 | i
CCCN(C(=O)c1cn(CC(C)C)c(=O)c2cc(OC)c(OC)cc12)c1cccc(C)c1 | -17%
COc1cc(C(=O)N2CCC[C@H]2c2nc(-c3ccccc3Cl)no2)cc(OC)c1OC | 7%
O=C(Nc1ccc(C2(C(=O)NCC3CC3)CCCCC2)cc1)C1CC1 | 4%
COc1ccc(OC(=O)c2nc(SCc3ccccc3C)ncc2Cl)cc1 | 9%
O=C(c1cccnc1)N1CC(Oc2ccc(-c3noc(-c4ccccc4)n3)cc2)C1 | ?
CNC(=O)c1ccc2nc(CCc3ccccc3)oc2c1 | -6%
Cn1ccnc1C(=O)N1CCN(C(=O)N2CC3CC(C2)[C@H]2CCCC(=O)N2C3)CC1 (some centres not stated) | -19%
O=C(c1ccncc1)N1CCCN(CCc2ccccc2)c2ccccc21 | i
NC(=O)c1ccc(-c2cccc3c2CCNC3)s1 | -5%
CN(C)CC1(O)CCC2(CCN(C(=O)c3cnccn3)CC2)CC1 | 14%
O=C(N1CCCN(c2cc(-c3ccc(Cl)cc3)[nH]n2)CC1)C1(c2ccccc2)CC1 | ?
CCc1nc2c(NC(=O)NCc3ccc(OC)cc3)cccn2n1 | i
CC(C)NC(=O)N1CC[C@H](c2nc3ccc(F)cc3[nH]2)C1 | i
CCCN(CC1CCOC1)S(=O)(=O)c1ccc2c(c1)CCC2 (configuration not stated) | i[5.79 µM]
COc1ccc(CCNC(=O)Cn2c(=O)nc(-c3ccccc3)c3ccccc32)cc1OC | i
COc1cccc(C(=O)Nc2ccccc2OCc2cc(=O)n3ccccc3n2)c1 | -16%
Cc1ccc(NC(=O)N2Cc3[nH]cnc3C[C@H]2c2nc(-c3ccncc3)no2)cc1 | 6%[44.1 µM]
COc1ccc(-n2nc(C(=O)Nc3cccc(C)n3)c3c4ccccc4n(C)c3c2=O)cc1 | i
COCCn1ccc2c(C3=CCOCC3)nc(-c3cccc(CO)c3)cc21 | i
COc1ccc(C(=O)N2CC[C@H]3COC(=O)N3c3cc(C)ccc3C2)cc1 | -3%[44.1 µM]
Cc1ccc(NC(=O)N2CCc3[nH]c4ccc(F)cc4c3C2)cc1 | -7%
Cc1ccc(CCNC(=O)c2ccc3c(c2)N(Cc2cccc(Cl)c2)C(=O)c2ccccc2S3(=O)=O)cc1 | ?
O=c1c2c(n(Cc3ccccc3)n1-c1ccccc1)CN(Cc1cccnc1)CC2 | -22%[44.1 µM]
CSCCCN1CC(Oc2cccc(C(=O)N3CCCC3)c2)C1 | -5%
CC(C)(O)CCc1cccc(C(=O)NC2CCN(c3ncccc3C#N)CC2)c1 | i
O=C(O)c1ccc(CN2Cc3[nH]cnc3C[C@H]2c2nc(-c3ccc(F)c(Cl)c3)no2)cc1 | ?
CCOc1ccccc1NC(=O)N1CCCCCCNC(=O)[C@@H]2CCCC[C@@H]21 | ?
CCN(CC)c1ccc(NC(=O)CN2C(=O)c3cccnc3Oc3ccc(Cl)cc32)c(C)c1 | 12%
C#CCN(C)C(=O)c1onc(-c2ccc(OC)cc2)c1[C@H](C)O | -12%[44.1 µM]
CCOC(=O)N1CCC(N2CCN(c3cc(C(C)C)nc(C)n3)CC2)CC1 | -26%
CN1CC(=O)N(c2cccnc2)Cc2c(NCC3CCCCC3)ncnc21 | -13%
N#Cc1ccc2nc([C@H]3CCN(Cc4ccc(F)c(F)c4)C3)[nH]c2c1 | ?
Cc1cccnc1CN1C[C@@H](F)[C@@H](OCc2nc3ccccc3o2)C1 | -15%[44.1 µM]
COc1ccc(CC(=O)N2CCc3nc(-c4ccc(Cl)cc4)nc(-c4ccccc4)c3C2)cc1 | i
Cc1ccc(C(=O)N2CCCCCCNC(=O)[C@@H]3CCC[C@@H]32)s1 | ?
COc1ccc(OC)c(CNC(=O)C2CCN(S(=O)(=O)c3ccc4[nH]c(=O)oc4c3)CC2)c1 | ?

Carrying on.
SMILES | Pf Dd2 growth
O=C1CCCN1CCCN1C(=O)[C@@H]2C[C@@H](O)CN2C2(CN(Cc3cccc(OC(F)(F)F)c3)C2)C1=O | -11%
C1COC(CNC2CNC2)C1 (configuration not stated) | 9%[76.6 µM]
CC(=O)N1CC2(CCN(Cc3nnc(C)n3C)CC2)CC1C(=O)O (configuration not stated) | -6%
Cc1ccc(-c2cn3c(n2)CO[C@@H](CNC(=O)CCC(=O)O)C3)cc1 | -19%[44.1 µM]
Clc1cccc(CNc2cc(-c3ccccc3)nc3nncn23)c1 | -9%
C=CCNC(=O)[C@@H]1[C@H](c2cc(OC)c(OC)c(OC)c2)c2cc3c(cc2[C@H](O)[C@H]1CO)OCO3 | 5%

These rows are one share of the data. The share of hits here may be higher or lower than overall.
